Bioassay records from PubChem BioAssay.
CAL PDZ FP-1 = inhibitors of human CAL PDZ peptide binding. Q9HD26. purified CAL PDZ, TMR-peptide fluorescence polarization, 1 h. inhibition, % at 24.9 µM. 0.92% of 300,000 active. AID 602252;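 active = mean inhibition of at least 30% with at least half of replicates also reaching 30%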;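 note: 0% = DMSO neutral control and 100% = excess unlabeled competitor peptide PRC23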
cardiac RTF act = increases calcium sensitivity of human cardiac regulated thin filaments; IANBD-labeled TnC RTF fluorescence at EC20 calcium; 0% EC20 calcium, 100% full calcium; activation, % at 7.2 µM; 0.24% of 340,000 active;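 active = activation above the mean over all tested compounds plus 3 SD, cut at about 30% in these data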;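 note: rise in fluorescence read as greater calcium sensitivity of cardiac thin filaments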
Cardiac RTF inh = cardiac RTF calcium desensitization | inhibition, % at 7.15 µM | P19429+P45379 | 0.12% of 340,000 active | AID 493244 | IANBD-labeled cardiac RTF, Ca2+ fluorescence;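 active = inhibition above the mean inhibition of all tested compounds plus 3 SD, cut at about 17% in these data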;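 note: assay run at fixed EC70 calcium of 1.6 mM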
LANA DNA inh = inhibitors of KSHV LANA C-terminal domain DNA binding | AID 504423 | 0.078% of 340,000 active | MBP-C-LANA/FAM-LBS DNA binding, fluorescence polarization | inhibition, % at 9 µM;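 active = highest replicate inhibition at or above 60% at 9 µM, even if other replicates fall short; inactive = all replicates below 60% inhibition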;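 note: 0% = neutral control wells and 100% = 4 µM acridine orange control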
PKA-R2B act = PKA-R2B complex activation | activation, % at 11.4 µM | P22694+P31323 | 0.079% of 340,000 active | PKA-R2B holoenzyme dissociation, Cy5-IP20 fluorescence polarization; R2B truncated from residue 108, S112A mutant; 0% DMSO only, 100% 113 µM cGMP;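 active = activation above a cutoff set at the mean over all compounds plus 3 SD, cut at about 18% in these data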;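 note: higher means more holoenzyme dissociation and a rise in polarization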
SR-BI uptake up = activators of SR-BI mediated HDL lipid uptake; CHO ldlA[mSR-BI] cells, DiI-HDL uptake fluorescence, 3 h; 100 = double the neutral-control signal; activation, % at 12.5 µM; 0.096% of 320,000 active;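 active = mean replicate activation of at least 60% and every replicate at or above 60%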;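 note: 0% = median plate neutral-control signal and 100% = twice that signal; values of inactives mirror those of a sister screen read the other way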
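Material: SR-BI-overexpressing, LDLR-lacking CHO cells | Dosing: Single compound concentration, delivered by pin transfer | Probe or stimulus: Labelled HDL, 10 µg/mL | Signal: Bottom-read cell fluorescence after medium removal, ex 550/em 595 nm | Schedule: 3 h, 37 °C | Evaluation: HDL uptake via cellular fluorescence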
CAL PDZ FP-2 = inhibitors of human CAL PDZ peptide binding. Q9HD26. purified CAL PDZ, TMR-peptide fluorescence polarization, 1 h. inhibition, % at 20 µM. 0.02% of 330,000 active. AID 504414;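 active = highest replicate inhibition of at least 40%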;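 note: plate controls were DMSO neutral control wells for no effect and unlabeled competitor peptide control wells for full effect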
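System: tagged CAL PDZ domain. Schedule: 1 h room-temperature incubation prior to read. Signal: fluorescence polarization (mP). Measure: percent inhibition from loss of millipolarization.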
Keap1-Nrf2 PPI = Keap1-Nrf2 (human) interaction inhibition; Q14145; 0.15% of 340,000 active; inhibition, % at 9.4 µM; AID 504523; Keap1 Kelch-Nrf2 peptide fluorescence polarization, 1536-well; in the data active = inhibition above about 12%;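 note: human Keap1 Kelch domain with fluorescein labeled Nrf2 9mer peptide probe; 0% = neutral control wells and 100% = peptide positive control; higher means more block of Keap1 binding to Nrf2 peptide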
Target sequence (Q14145 whole entry, looked up, the tested form may be a part): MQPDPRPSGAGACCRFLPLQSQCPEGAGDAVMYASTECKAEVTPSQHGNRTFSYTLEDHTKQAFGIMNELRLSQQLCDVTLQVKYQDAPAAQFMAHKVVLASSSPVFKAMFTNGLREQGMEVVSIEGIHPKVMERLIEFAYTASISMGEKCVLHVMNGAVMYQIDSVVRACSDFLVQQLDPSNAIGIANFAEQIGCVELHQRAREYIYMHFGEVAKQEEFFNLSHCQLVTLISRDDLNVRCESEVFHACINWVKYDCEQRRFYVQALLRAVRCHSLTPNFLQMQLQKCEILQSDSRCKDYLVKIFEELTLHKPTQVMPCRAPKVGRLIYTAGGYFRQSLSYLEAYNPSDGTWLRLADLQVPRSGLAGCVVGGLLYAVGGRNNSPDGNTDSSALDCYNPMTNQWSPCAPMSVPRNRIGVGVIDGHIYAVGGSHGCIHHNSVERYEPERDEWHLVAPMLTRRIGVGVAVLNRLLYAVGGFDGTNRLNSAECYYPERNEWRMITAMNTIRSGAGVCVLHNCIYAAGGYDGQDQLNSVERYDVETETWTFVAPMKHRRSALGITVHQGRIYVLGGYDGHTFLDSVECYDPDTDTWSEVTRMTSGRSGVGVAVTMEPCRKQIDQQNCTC
DAGLB inh = diacylglycerol lipase beta (human) inhibition; Q8NCG7; HEK293T DAGLB membrane lysate, EnzChek fluorogenic substrate; inhibition, % at 5.17 µM; 0.059% of 340,000 active; in the data active = inhibition above about 34%;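 note: 0% = enzyme with vehicle and 100% = wells lacking enzyme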
Rtt109 Vps75 = inhibitors of Candida albicans Rtt109/Vps75 histone acetyltransferase; purified Rtt109/Vps75, ThioGlo CoA-SH fluorescence, 4 h; inhibition, % at 34.9 µM; 0.16% of 330,000 active; AID 540336;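 active = inhibition of at least 50% in every replicate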
Target sequence (Q5AAJ8 whole entry, looked up): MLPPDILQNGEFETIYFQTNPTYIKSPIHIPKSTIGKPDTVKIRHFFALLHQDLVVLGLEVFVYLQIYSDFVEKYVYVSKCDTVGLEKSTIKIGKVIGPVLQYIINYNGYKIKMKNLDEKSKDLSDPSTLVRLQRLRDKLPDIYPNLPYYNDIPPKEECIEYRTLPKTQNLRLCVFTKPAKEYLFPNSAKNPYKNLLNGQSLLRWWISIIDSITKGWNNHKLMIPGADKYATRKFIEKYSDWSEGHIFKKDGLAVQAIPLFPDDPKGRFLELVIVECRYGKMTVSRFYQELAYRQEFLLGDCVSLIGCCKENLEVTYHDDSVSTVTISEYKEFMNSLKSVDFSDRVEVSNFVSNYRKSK
Numbers without * were called inactive; nt = no result given.

# | Compound | CAL PDZ FP-1 | cardiac RTF act | Cardiac RTF inh | LANA DNA inh | PKA-R2B act | SR-BI uptake up | CAL PDZ FP-2 | Keap1-Nrf2 PPI | DAGLB inh | Rtt109 Vps75
1 | O=C(O)c1cc2cc(Cl)ccc2oc1=O | 2 | 1 | -18 | -1.1 | 0 | 23 | -0.7 | -2 | -2 | -5
2 | CCOC(=O)C1(Cc2ccccc2Cl)CCN(Cc2csc(C(C)=O)c2)CC1 | nt | 2 | -8 | -1.7 | -4 | -13 | -1.1 | 0 | -2 | 5
3 | CCN(CC)CCNC(=O)CCc1n[nH]c(=O)c2ccccc12 | 0 | 0 | 0 | -0.2 | 6 | 9 | -1.3 | 6 | 2 | 0
4 | O=C(O)c1cccc(NC(=S)N/N=C/c2c[nH]c3ccccc23)c1 | 4 | -6 | -5 | -0.9 | -5 | 17 | -0.5 | -7 | 3 | 9
5 | Cc1ccc(C)c(S(=O)(=O)NCCCN2CCOCC2)c1 | nt | 4 | 3 | -1.1 | -7 | 7 | -0.4 | 0 | 1 | -14
6 | Cc1ccc(C(=O)/C=C\C(=O)c2ccc(C)cc2)cc1 | -4 | -1 | -1 | -0.1 | -4 | 26 | -1.0 | 0 | -4 | -2
7 | O=C(Nc1ccc2c(c1)OCO2)C1CCCN(c2nc3ccccc3s2)C1 (stereo not drawn) | -1 | -1 | 6 | -2.6 | 0 | -25 | -2.0 | -2 | -3 | 0
8 | Cn1c(SCC(=O)Nc2ccc(Cl)cc2)nnc1C1CC1 | -1 | -3 | -3 | -0.4 | -8 | 5 | -2.2 | 4 | -3 | -5
9 | CSC(=Nc1ccccc1)C1=C(O)COC1=O | 5 | 1 | -2 | 0.2 | -3 | 20 | 0.3 | 0 | -3 | -3
10 | COc1cc2c(cc1OC)C(c1ccc(Cl)cc1)CC(=O)N2 (stereo not drawn) | -3 | -5 | 0 | 1.6 | -5 | -27 | 0.1 | 1 | 2 | 1
11 | Cc1csc(SCC(=O)N2CCCC2)n1 | -2 | 1 | 0 | -0.7 | -7 | 6 | -1.6 | -3 | 0 | -6
12 | Cc1ccnc2nc(C(=O)Nc3nccs3)nn12 | -1 | -4 | 1 | 0.3 | -3 | -7 | 0.5 | 8 | 0 | -9
13 | CCN(CC(=O)Nc1ccc(OC)cc1)C(=O)CCS(=O)(=O)c1ccc(C)cc1 | -2 | -1 | 0 | -0.7 | 5 | 15 | -0.3 | -2 | -3 | -4
14 | CC1CCCN(CC(=O)Nc2cccc([N+](=O)[O-])c2)C1 (stereo not drawn) | -4 | 0 | 0 | 0.7 | -13 | 5 | -2.0 | -3 | 0 | 3
15 | CC(=O)OC(C)=O | 0 | -1 | -5 | 0.6 | -3 | 5 | -1.6 | -2 | -3 | 0
16 | Cc1ccccc1C(C(=O)NC1CCCCC1)N(C(=O)CNC(=O)c1ccco1)c1cccnc1 (stereo not drawn) | 1 | 6 | -10 | -0.2 | 0 | 25 | -0.4 | -4 | 2 | nt
17 | O=C1CCCN1c1ccc(S(=O)(=O)NCCc2ccc(Cl)cc2)cc1 | nt | 5 | -2 | -0.8 | -5 | 11 | 4.3 | -1 | -2 | -7
18 | O=[N+]([O-])c1ccccc1OCCCOc1cccc2cccnc12 | -1 | -4 | -10 | 1.8 | -6 | -13 | -0.8 | -3 | -3 | 8
19 | CCc1nn(CCCC(=O)NCc2ccccc2Br)c(=O)c2cc3occc3n12 | -1 | 3 | 0 | -0.5 | -9 | -29 | -1.8 | -6 | 2 | -18
20 | CCN(C(=O)c1cc2c(C)nc3ccccc3c2o1)c1cc(Cl)ccc1OC | -2 | 3 | 3 | -5.0 | -6 | 9 | -1.8 | -2 | -4 | 18
21 | CC1(C)CC(=O)C(C2(O)C(=O)N(Cc3ccccc3)c3ccccc32)CO1 (stereo not drawn) | -3 | 4 | -10 | -1.1 | 9 | 17 | -0.8 | -2 | 2 | -7
22 | CN(Cc1ccsc1)C(=O)Cn1cc(Br)ccc1=O | -2 | -3 | 5 | 0.7 | -14 | 5 | -2.0 | -2 | -2 | nt
23 | COc1ccc(C(NC(=O)c2ccccc2F)NC(=O)c2ccccc2F)cc1 | -2 | 0 | -6 | 1.8 | -4 | -2 | 0.1 | 2 | 0 | 10
24 | COCCCNc1nc2ccccc2nc1NS(=O)(=O)c1ccc(F)cc1 | 0 | -1 | -3 | -0.7 | -2 | 20 | -0.7 | -2 | -2 | 6
25 | CN1CCc2nc3ccc(Cl)cc3c(-c3ccccc3Cl)c2C1 | -4 | 3 | 4 | 0.2 | -6 | 17 | -2.5 | -1 | -2 | -10
26 | CCOC(=O)N1CCN(S(=O)(=O)c2ccc(OC)c(Br)c2)CC1 | -4 | -16 | -6 | -2.7 | 1 | 5 | -0.9 | 0 | -3 | -1
27 | Cc1ccc(-n2cc(CN(C)Cc3ncc[nH]3)c(-c3cccc(C)c3)n2)cc1 | -8 | 5 | -15 | -1.7 | -14 | -21 | -1.3 | -6 | -4 | 3
28 | CNC(=O)C1CC(=O)N/C(=N/N=C(\C)c2cccs2)S1 (stereo not drawn) | 1 | 11 | 6 | 0.7 | -3 | 11 | -2.5 | 0 | 1 | 2
29 | COc1ccc(NC(=O)N(C)C[C@H]2Oc3ccc(NC(=O)Nc4ccc(C(F)(F)F)cc4)cc3C(=O)N([C@H](C)CO)C[C@@H]2C)cc1 | -6 | 1 | -14 | 0.6 | -1 | 27 | -1.2 | -6 | -2 | 4
30 | Cc1ccc2c(cnn2C(=O)CCCC(=O)NCc2cccc(F)c2)c1 | nt | 5 | -3 | -0.5 | -1 | 15 | 0.5 | -2 | -5 | 10
31 | Cc1noc(C)c1COc1ccc(C(=O)N2CCN(S(=O)(=O)c3ccc(F)cc3)CC2)cc1 | 1 | -1 | 5 | 0.0 | -15 | -4 | 0.0 | -5 | -7 | 1
32 | COC(=O)Cc1c(O)ccn(Cc2ccc(Cl)c(Cl)c2)c1=O | -3 | 1 | 0 | 1.2 | 2 | 30 | -0.7 | 3 | -3 | -7
33 | Cc1c(C)n(C)c2ccc(C(=O)NCCN3CCOCC3)cc12 | 0 | -4 | 2 | 0.1 | -7 | -32 | -1.5 | 5 | -1 | 5
34 | CN(C)S(=O)(=O)c1ccc(N2CCN(S(=O)(=O)c3ccc(F)cc3)CC2)c(Cl)c1 | -6 | 0 | -10 | -0.5 | -7 | -11 | 0.0 | -2 | -1 | -2
35 | CN1CCN(c2ncnc3c2[nH]c2ccc(F)cc23)CC1 | -10 | 3 | -2 | 0.5 | 5 | 15 | -0.4 | -8 | 0 | 6
36 | O=C(NCc1cccc(C(F)(F)F)c1)C1CCCN(c2ncccn2)C1 (stereo not drawn) | nt | -6 | 0 | 0.7 | 0 | 3 | -2.4 | 4 | -3 | -2
37 | Cc1cccc(-c2cc(C(=O)N3CCCc4ccccc43)c3ccccc3n2)c1 | 0 | -3 | 3 | 2.3 | 5 | -5 | -1.3 | -2 | -7 | -3
38 | Cc1ccc(S(=O)(=O)N2CCOCC2)cc1C(=O)NC(=S)N1CC(C)OC(C)C1 (stereo not drawn) | -3 | 1 | 8 | -0.6 | 4 | 7 | -0.6 | 4 | -2 | -9
39 | Cc1cc(C)c(S(=O)(=O)NCCn2ccc3ccccc32)c(C)c1 | 1 | 0 | -1 | 1.7 | -1 | 3 | -0.5 | -2 | -2 | -3
40 | COc1ccc(S(=O)(=O)NCc2csc(C)n2)cc1 | 1 | 3 | 6 | 2.0 | -13 | 29 | -0.6 | 6 | 5 | -11
41 | COC(=O)c1c(C)nn(-c2ccc(F)c(Cl)c2)c1-c1cc(C)on1 | 2 | 6 | -4 | 3.2 | -3 | 3 | -1.0 | 0 | -4 | 4
42 | Cc1ccccc1-c1nnc(Cc2ccccc2)o1 | 0 | 8 | -1 | 6.1 | -6 | 3 | -2.5 | -6 | -6 | 3
43 | CCCCOC(=O)C(C#N)c1nc2ccccc2nc1N1CCN(Cc2ccc3c(c2)OCO3)CC1 (stereo not drawn) | -4 | -11 | 0 | -2.0 | -7 | -34 | -0.5 | -3 | -4 | -9
44 | O=C(NC(=S)N(CCO)Cc1ccccc1)c1cc(Br)ccc1Cl | -4 | 6 | -7 | 2.3 | -8 | 12 | -2.3 | 1 | -1 | 7
45 | CCN(C[C@H]1N[C@@](CC)(C(=O)OC)[C@H]2C(=O)N(C)C(=O)[C@@H]12)S(=O)(=O)c1ccc(F)cc1 | 0 | -2 | 1 | -0.6 | -7 | -2 | 1.0 | -1 | -1 | 2
46 | O=C(O)/C=C/C(=O)Nc1ccccc1SC(F)(F)C(F)(F)C(F)(F)F | -1 | 1 | -8 | -1.1 | 10 | 26 | -1.1 | 5 | 0 | -8
47 | CCCCN(C(=O)c1oc2ccc(OCC)cc2c1C)c1c(N)n(CCCC)c(=O)[nH]c1=O | 8 | 0 | 6 | -1.1 | -14 | -65 | -0.9 | -3 | -1 | 1
48 | COc1cccc(NCc2cc(=O)oc3cc(C)c(C(C)C)cc23)c1 | 2 | 1 | -7 | 0.2 | 3 | 2 | -0.6 | 1 | -3 | 13
49 | CC(CCc1ccccc1)OS(N)(=O)=O (stereo not drawn) | 0 | 0 | -6 | 1.6 | 0 | 24 | -0.1 | -5 | -2 | 3

Quoted from above: nos. 36 to 40
# | Compound | CAL PDZ FP-1 | cardiac RTF act | Cardiac RTF inh | LANA DNA inh | PKA-R2B act | SR-BI uptake up | CAL PDZ FP-2 | Keap1-Nrf2 PPI | DAGLB inh | Rtt109 Vps75
36 | O=C(NCc1cccc(C(F)(F)F)c1)C1CCCN(c2ncccn2)C1 (stereo not drawn) | nt | -6 | 0 | 0.7 | 0 | 3 | -2.4 | 4 | -3 | -2
37 | Cc1cccc(-c2cc(C(=O)N3CCCc4ccccc43)c3ccccc3n2)c1 | 0 | -3 | 3 | 2.3 | 5 | -5 | -1.3 | -2 | -7 | -3
38 | Cc1ccc(S(=O)(=O)N2CCOCC2)cc1C(=O)NC(=S)N1CC(C)OC(C)C1 (stereo not drawn) | -3 | 1 | 8 | -0.6 | 4 | 7 | -0.6 | 4 | -2 | -9
39 | Cc1cc(C)c(S(=O)(=O)NCCn2ccc3ccccc32)c(C)c1 | 1 | 0 | -1 | 1.7 | -1 | 3 | -0.5 | -2 | -2 | -3
40 | COc1ccc(S(=O)(=O)NCc2csc(C)n2)cc1 | 1 | 3 | 6 | 2.0 | -13 | 29 | -0.6 | 6 | 5 | -11

3 compounds from above, ordered by the number in CAL PDZ FP-2, low to high:
No. | molecule | CAL PDZ FP-2
46 | O=C(O)/C=C/C(=O)Nc1ccccc1SC(F)(F)C(F)(F)C(F)(F)F | -1.1
43 | CCCCOC(=O)C(C#N)c1nc2ccccc2nc1N1CCN(Cc2ccc3c(c2)OCO3)CC1 (stereo not drawn) | -0.5
31 | Cc1noc(C)c1COc1ccc(C(=O)N2CCN(S(=O)(=O)c3ccc(F)cc3)CC2)cc1 | 0.0
